TRPC6 activator = activators of mouse TRPC6 channel | Q61143 | HEK293-TRPC6 membrane potential dye fluorescence; active compounds read high | B-score at 10 µM | hit rate 0.13% among 310,000;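 active means B-score of the integrated fluorescence ratio above library mean plus 3 SD, and starting fluorescence ratio within library mean plus 5 SD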;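 further: higher score means more depolarization so channel activation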
Target sequence (Q61143 whole entry, looked up): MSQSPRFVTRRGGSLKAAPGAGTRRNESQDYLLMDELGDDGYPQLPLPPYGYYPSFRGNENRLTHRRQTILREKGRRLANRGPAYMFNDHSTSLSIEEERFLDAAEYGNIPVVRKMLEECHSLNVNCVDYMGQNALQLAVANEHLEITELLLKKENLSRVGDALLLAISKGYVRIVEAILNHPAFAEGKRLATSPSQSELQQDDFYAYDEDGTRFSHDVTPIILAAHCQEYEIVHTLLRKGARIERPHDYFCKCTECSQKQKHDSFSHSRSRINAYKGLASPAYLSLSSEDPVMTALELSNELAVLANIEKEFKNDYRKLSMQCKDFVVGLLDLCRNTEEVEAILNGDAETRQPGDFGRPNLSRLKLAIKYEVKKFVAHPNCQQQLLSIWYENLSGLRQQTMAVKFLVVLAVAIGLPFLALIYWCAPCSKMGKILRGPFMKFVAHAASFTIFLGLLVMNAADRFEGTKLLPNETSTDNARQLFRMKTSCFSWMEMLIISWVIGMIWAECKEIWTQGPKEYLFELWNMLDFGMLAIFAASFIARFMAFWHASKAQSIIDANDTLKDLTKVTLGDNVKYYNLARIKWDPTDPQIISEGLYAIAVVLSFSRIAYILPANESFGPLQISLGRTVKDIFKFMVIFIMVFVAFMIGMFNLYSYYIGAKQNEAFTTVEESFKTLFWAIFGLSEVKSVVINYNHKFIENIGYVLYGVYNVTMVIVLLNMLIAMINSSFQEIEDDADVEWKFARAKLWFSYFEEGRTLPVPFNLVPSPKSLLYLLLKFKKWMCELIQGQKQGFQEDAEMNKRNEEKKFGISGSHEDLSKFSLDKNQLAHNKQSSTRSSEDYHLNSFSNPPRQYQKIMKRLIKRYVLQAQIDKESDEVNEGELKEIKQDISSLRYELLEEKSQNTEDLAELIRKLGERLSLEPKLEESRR
TRPC6 inhibitor = mouse TRPC6 channel inhibition. HEK293-TRPC6, membrane potential dye, ACh-evoked depolarization; active compounds read low. B-score at 10 µM. hit rate 1.1% among 310,000;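 active means B-score under library mean minus 3 SD, initial fluorescence not abnormally high, positive integrated signal ratio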;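 further: B-score derived from integrated fluorescence ratio over the kinetic read; more negative B-score means stronger inhibition of depolarization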
RGS4 block = human RGS4 inhibition | P49798 | HEK293 M3R/RGS4 inducible, Fluo-4 calcium flux; active compounds read high; triggered by carbachol at its EC20 | B-score at 10 µM | hit rate 0.45% among 310,000 | AID 463165;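 active means B-score, a plate-corrected calcium signal, over three deviations above library mean, with baseline fluorescence within five deviations of library mean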;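 further: RGS4 expression induced by doxycycline in cells with stable M3 receptor; B-score is computed from the integrated fluorescence ratio over baseline after carbachol; higher B-score means a larger calcium signal and so more RGS4 inhibition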
Target sequence (P49798 whole entry, looked up): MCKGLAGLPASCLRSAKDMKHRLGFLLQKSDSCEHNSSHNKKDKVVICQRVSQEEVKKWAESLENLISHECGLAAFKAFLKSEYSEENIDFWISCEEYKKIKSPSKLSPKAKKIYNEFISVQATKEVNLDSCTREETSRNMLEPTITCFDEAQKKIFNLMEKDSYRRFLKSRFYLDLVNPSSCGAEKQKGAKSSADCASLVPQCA
MrgX1 PAM = human MrgX1 positive allosteric modulation, primary screen. Q96LB2. MrgX1-HEK293, Fluo-4 calcium flux, FDSS; active compounds read high. B-score at 10 µM. hit rate 0.63% among 310,000. AID 588675;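 active means plate-corrected calcium response at least 3 library SD above typical, normal starting fluorescence, not activating the receptor alone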;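 further: compound read alongside a low EC10 to EC30 dose of BAM8-22 agonist; peak minus trough fluorescence over baseline measured at the second addition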
ANO1 activ = mouse TMEM16A channel activation, primary screen; B-score at 10 µM; hit rate 0.3% among 340,000; AID 623877; Q8BHY3; HEK293 TMEM16A/YFP-H148Q/I152L, iodide quench fluorescence; active compounds read low;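 active means fluorescence-ratio B-score plate-corrected deviation score at least 3 library SD below zero, with starting fluorescence score within 5 deviations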;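 further: channel opened by trigger with iodide after compound preincubation; score built on the fluorescence ratio of max minus min over baseline; more negative score means more quench and so TMEM16A activation or potentiation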
MrgX1 agonist = agonists of human MrgX1 receptor; Q96LB2; MrgX1-HEK293 cells, Fluo-4 calcium fluorescence, agonist mode; active compounds read high; B-score at 10 µM; hit rate 0.44% among 310,000;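 active means calcium response B-score plate-corrected fluorescence ratio at least 3 library SD, with starting fluorescence B-score inside 5 SD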
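System: HEK293 cells stably expressing human MrgX1 receptor; Dosing: test compound in the initial addition of three; Schedule: overnight plating, then 30 min 37 °C plus 30 min room-temperature dye loading; Detection: kinetic calcium dye fluorescence, Fluo-4 NW; Controls: per-plate positive and negative controls for Z′ factor.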
RGS4 act = RGS4 potentiation or activation. AID 463111. B-score at 10 µM. hit rate 0.92% among 310,000. HEK293 M3R/inducible RGS4, carbachol calcium flux Fluo4; active compounds read low;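 active means B-score of the integrated calcium signal more than 4 SD below the library mean, with starting fluorescence not abnormally high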;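 further: negative B-score means reduced calcium response which marks RGS4 activation or potentiation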
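System: HEK293 FlpIn-TREx cells, stable M3R, doxycycline-inducible RGS4. Timing: overnight RGS4 induction, 30 min dye load 37 °C, 20 min compound RT. Also added: carbachol, ECmax concentration. Measured by: Fluo4 fluorescence kinetic imaging of calcium. Evaluation: integrated calcium ratio converted to B score.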
SKKanGAS inh = SKKanGAS growth inhibition. S. pyogenes SKKanGAS, kanamycin growth, BacTiter-Glo, 6 h. inhibition, % at 7.5 µM. hit rate 1.3% among 300,000. AID 1662;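 active means mean replicate score, as percent of positive control median, at least 50; inconclusive means mean below 50 but one replicate at or above 50; inactive means mean and every replicate below 50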;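 further: strain carries kanamycin resistance gene driven by streptokinase promoter and grows in 40 µg/ml kanamycin; loss of luminescence reflects streptokinase promoter inhibition or plain growth inhibition; 0% = median of DMSO wells and 100% = positive control at its reference dose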
ANO1 block = blocks the mouse calcium-activated chloride channel TMEM16A | Q8BHY3 | HEK293 TMEM16A/YFP iodide influx fluorescence, ionomycin | normalized B-score (activity score, 25-100; higher = stronger inhibition) at 10 µM | hit rate 1.2% among 310,000;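 active means ratio plate-corrected score three or more library SD toward inhibition, starting fluorescence score within five deviations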;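 further: score derived from kinetic fluorescence span divided by baseline fluorescence per well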
HDAC3 inhib = inhibitors of human histone deacetylase 3 | inhibition, % at 8.3 µM | recombinant HDAC3, fluorogenic peptide/trypsin coupled, fluorescence | hit rate 0.15% among 320,000 | O15379 | AID 2718; in the data active means inhibition above about 26%, passing the limit was not always enough; inconclusive means no clear call, values can overlap the other calls
MrgX1 antag = antagonists of human MrgX1 receptor | Q96LB2 | MRGX1-HEK293 calcium flux, Fluo-4, BAM8-22 antagonism; active compounds read low | B-score at 10 µM | hit rate 1.3% among 310,000 | AID 588676;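 active means calcium-response B-score plate-corrected more than 3 library SD below zero, starting fluorescence within 5 deviations, no agonist response on first addition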;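 further: peak minus trough fluorescence over baseline after final BAM8-22 challenge near maximal dose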
Starred values were filed as active, the others as inactive; i = inactive; u = inconclusive; x = no result given.

SMILES | TRPC6 activator | TRPC6 inhibitor | RGS4 block | MrgX1 PAM | ANO1 activ | MrgX1 agonist | RGS4 act | SKKanGAS inh | ANO1 block | HDAC3 inhib | MrgX1 antag
O=C(Nc1nccs1)C1CC2CCC1C2 (centres undefined) | i | i | i | i | i | i | i | 5.0 | i | -0.4 | i
CCCN1C(=O)C(O)(C2CC(=O)CC(C)(C)O2)c2ccccc21 (centres undefined) | i | i | i | i | i | i | i | -3.3 | i | 9.7 | i
N#C/C(=C(/O)c1cccc(F)c1)c1nc2ccccc2s1 | i | i | i | i | i | i | i | 19.1 | i | 1.6 | i
CCCn1c(/N=C/c2ccc3c(c2)OCO3)nc2ccccc21 | i | i | i | i | i | i | i | -1.9 | i | -7.0 | i
Cn1c(-c2sc3cc(C(F)(F)F)cnc3c2-c2cccs2)n[nH]c1=S | i | i | i | i | i | i | i | 14.0 | i | -8.1 | i
N#CCCN(C(=O)c1ccc2c(=O)n3c(nc2c1)CCCCC3)c1ccccc1 | i | i | i | i | i | i | i | -0.7 | i | -0.4 | i
CCCCNC(=S)Nc1ccc(OC)nc1 | i | i | i | i | i | i | i | -3.0 | i | u | i
O=C(/C=C/c1ccco1)OCC1CCCN2CCCCC12 (centres undefined) | i | i | i | i | i | i | -6.96* | -0.8 | i | 6.5 | i
CC1CN(c2nc3ccccn3c(=O)c2/C=C(\C#N)S(=O)(=O)c2ccccc2)CC(C)O1 (centres undefined) | i | i | i | i | i | i | i | -2.6 | i | -5.4 | i
CC1=C(c2ccc(F)cc2)[N+](=O)C(C)(C)N1[O-] | i | i | i | i | i | i | i | -0.8 | i | 4.1 | i
C=Cc1ccc(CN2CCCN(Cc3ccc(Cl)cc3)S2(=O)=O)cc1 | i | i | i | i | i | i | i | 13.1 | i | 3.7 | i
O=S(=O)(c1ccc(Cl)cc1)N1CCN(C2CCN(Cc3ccccc3)CC2)CC1 | i | i | i | i | i | i | i | 0.9 | i | 4.2 | i
Cc1cc(C)cc(NC(=O)N2CCC(c3nc4ccccc4o3)CC2)c1 | i | i | i | i | i | i | i | 3.4 | i | 16.3 | i
CCOC(=O)c1c(C)n(C(=O)c2ccco2)c(=O)n1C(=O)c1ccco1 | i | i | i | i | i | i | i | 6.1 | i | u | i
O=C(N=Nc1c(O)[nH]c2ccc(Cl)cc12)c1cc(-c2cccs2)nc2ccccc12 | i | -5.68* | i | i | i | i | i | 15.5 | i | -7.3 | i
CCN(c1cccc(C)c1)S(=O)(=O)c1ccc(OC)c([N+](=O)[O-])c1 | i | i | i | i | i | i | i | 6.7 | i | -4.9 | i
CC(=O)Nc1nc2c(s1)CCc1ccccc1-2 | i | i | i | i | i | i | i | 14.6 | i | 9.4 | i
Cc1cccc(-c2cc(C(=O)N3CCCc4ccccc43)c3ccccc3n2)c1 | i | i | i | i | i | i | i | 5.0 | i | 16.2 | i
Nc1c(-c2ccccc2)cnn1-c1cccc(Cl)c1 | i | i | i | i | i | i | i | 11.6 | i | 1.3 | i
CC(C)CCCC(C)NS(=O)(=O)Cc1ccccc1 (centres undefined) | i | i | i | i | i | i | i | 2.9 | i | u | i
CCOCCCN1CN(Cc2ccccc2)CNC1=S | i | i | i | i | i | i | i | -7.2 | i | 2.4 | i
CCC(NC(=O)c1ccccc1NC(=O)c1ccco1)C(=O)NNC(=O)c1ccncc1 (centres undefined) | i | i | i | i | i | i | i | -1.9 | i | 1.8 | i
Cc1cccc(C)c1NC1=NC2(CCCCC2)N=C(N)N1 | i | i | i | i | i | i | i | -4.5 | i | 4.2 | i
Cc1[nH]n2c(=O)c3c(nc2c1-c1ccccc1)CCCC3 | i | i | i | i | i | i | i | 5.3 | i | -7.6 | i
O=C(O)C1C(c2ccccc2)C(C(=O)Oc2ccc(O)cc2)C1c1ccccc1 (centres undefined) | i | i | i | i | i | i | i | 5.9 | i | 8.6 | i
O=C(NNS(=O)(=O)c1ccccc1)C1CCN(S(=O)(=O)c2ccccc2)CC1 | i | i | i | i | i | i | i | 0.3 | i | 3.8 | i
NCCCn1c(C(=O)c2ccc(Cl)cc2)c2ccc(C(F)(F)F)cc2[n+]1[O-] | i | -9.34* | i | i | i | i | i | 1.8 | i | 11.8 | i
Cc1cc(C)c(O)c(-c2n[nH]c3c2C(c2cccc(O)c2)N(Cc2ccco2)C3=O)c1 (centres undefined) | i | i | i | i | i | i | i | 22.6 | i | x | i
CN(CCNC(=O)C1CCC(=O)N(Cc2ccc(Cl)cc2)C1)CCc1ccccc1 (centres undefined) | i | i | i | i | i | i | i | 6.5 | i | 7.5 | i
CCOc1ccc(C2C(C(=O)OC)=C(C)N=C3SCCC(=O)N32)cc1OCC (centres undefined) | i | i | i | i | i | i | i | -5.8 | i | 1.3 | i
O=C(NC1CCCCC1)N1CCSC1=Nc1ccccc1 | i | i | i | i | i | i | -8.17* | 15.7 | i | 7.9 | i
CCc1ccc2[nH]c(=O)c(CN(Cc3ccco3)S(=O)(=O)c3ccc4c(c3)OCCO4)cc2c1 | i | i | i | i | i | i | i | -3.5 | i | -1.4 | i
COc1ccc(CCNc2ncnc3[nH]ncc23)cc1OC | i | i | i | i | i | i | i | 0.2 | i | -0.4 | i
O=C(CSc1c2c(nc3ccccc13)CCC2)N1CCCC1 | i | i | i | i | i | i | i | 1.5 | i | 6.8 | i
CCOc1ccc(C)cc1S(=O)(=O)n1ccnc1 | i | i | i | i | i | i | i | -3.2 | i | -2.4 | i
Cn1c(=O)n(CC(=O)NCc2cccnc2)c2ccccc21 | i | i | i | i | i | i | i | -9.7 | i | -3.8 | i
CCOC(=O)c1ccc(-n2ccnc2)c(NC(=O)c2ccc(Cl)cc2)c1 | i | i | i | i | i | i | i | 1.1 | i | 0.2 | i
Cc1cc(NC(=O)CSC2=NS(=O)(=O)c3ccccc3N2)no1 | i | i | i | i | i | i | i | -3.8 | i | -1.0 | i
Nc1nnc(-c2ccc(Cl)c(Cl)c2)s1 | i | i | i | i | i | i | i | -28.8 | i | -9.1 | i
COc1ccccc1-n1c(C)nc2cc(C(=O)O)ccc21 | i | i | i | i | i | i | i | 1.9 | i | 4.5 | -4.81*
COC(=O)NCC(c1ccc2c(c1)OCO2)N1CCN(c2ccc(OC)cc2)CC1 (centres undefined) | i | i | i | i | i | i | i | 6.2 | i | 5.0 | i
C=CCNC(=O)N[C@@H](Cc1ccccc1)C(=O)OC | i | i | i | i | i | i | i | 9.1 | i | 1.2 | i
CNc1ccccc1C(=O)OC(C)C(=O)Nc1ccc(Cl)cn1 (centres undefined) | i | i | i | i | i | i | i | 22.2 | i | -19.2 | i
COc1ccc(NC(=O)c2cc(-c3ccc(C)cc3)on2)cc1OC | i | i | i | i | i | i | i | 2.1 | i | 0.7 | i
CC(=O)SCC[N+](C)(C)C | i | i | i | i | i | i | i | -2.7 | i | -3.2 | i
COc1ccc(NC(=O)CN2CCc3ccccc3C2)c(OC)c1 | i | i | i | i | i | i | i | 1.9 | i | -2.3 | i
CC(=O)Nc1c2c3c(cccc3n(C)c1=O)C(=O)c1ccccc1-2 | i | i | i | i | i | i | -8.62* | 3.7 | i | -2.3 | i
CCc1nnc(NC(=O)CSc2nnc(-c3ccccc3OC)n2-c2ccccc2)s1 | 12* | i | i | i | i | i | i | 1.5 | 25* | -0.5 | i
CCC(C)NCCCOc1ccc(C)cc1OC (centres undefined) | i | i | i | i | i | i | i | -0.6 | i | -11.2 | i
COCCNC(=O)c1cc(-c2ccccc2)n(Cc2cc(C)no2)n1 | x | x | x | i | i | i | x | x | i | 7.4 | i

Following part.
SMILES | TRPC6 activator | TRPC6 inhibitor | RGS4 block | MrgX1 PAM | ANO1 activ | MrgX1 agonist | RGS4 act | SKKanGAS inh | ANO1 block | HDAC3 inhib | MrgX1 antag
C=CCNC(=S)NNC(=O)c1ccc(OCCC)cc1 | i | i | i | i | i | i | i | 0.8 | i | -3.2 | i
Cn1cccc1Cc1nnc(SCC(=O)N2CCN(c3ccccc3)CC2)n1-c1ccc(F)cc1 | i | i | i | i | i | i | i | -2.6 | i | 3.6 | i
Clc1ccc(CSc2nnc(-c3ccccn3)n2Cc2ccco2)c(Cl)c1 | i | i | i | i | i | i | i | 9.6 | i | 8.7 | i
O=C(c1cc(-c2ccco2)on1)N1CCN(c2ccccc2)CC1 | i | i | i | i | i | i | i | -4.8 | i | -3.7 | i
Cc1ccc(C)c(N2CCN(C(=O)c3ccc(N4CCCC4=O)cc3)CC2)c1 | i | i | i | i | i | i | i | -4.8 | i | 5.4 | i
COc1ccc(C(C(=O)NC(C)(C)C)N(C(=O)Cn2nnc3ccccc32)c2ccc(C(C)=O)cc2)cc1O (centres undefined) | i | i | i | i | i | i | i | 3.4 | i | 2.6 | i
OC1(c2nc3ccccc3[nH]2)CCCCC1 | i | i | i | i | i | i | i | 8.1 | i | 3.6 | i
COc1ccc(Cn2ccnc2)cc1Br | i | i | i | i | i | i | i | 1.7 | i | 1.1 | i
Cc1nc(C(=O)Nc2ccccc2)sc1C1(C)CC(c2cccc([N+](=O)[O-])c2)=NO1 (centres undefined) | i | i | i | i | i | i | i | 16.3 | i | 3.3 | i
CCC(=O)c1ccc(OCC(=O)OCC(=O)N2c3ccccc3CC2C)cc1 (centres undefined) | i | i | i | i | i | i | i | -5.0 | i | -4.2 | i
O=C(Nc1ccc(F)cc1)N1CCC(c2nc3c(nnn3Cc3ccccc3Cl)c(=O)[nH]2)CC1 | i | i | i | i | i | i | i | -0.7 | i | u | i
Cc1ccc2nc(N(CCCN(C)C)C(=O)COc3ccc(Cl)cc3)sc2c1 | i | i | i | i | i | i | i | -5.8 | i | 5.8 | i
CC(=O)c1cc(CN2CCN(C3CCN(C(C)C)CC3)C(CCO)C2)cs1 (centres undefined) | i | i | i | i | i | i | i | -36.9 | i | 2.4 | i
CCOc1cc(C(=S)N2CCOCC2)ccc1OS(=O)(=O)c1ccccc1 | i | i | i | i | i | i | i | -0.7 | i | -2.8 | i
CCn1c(COc2c(C)cccc2C)nnc1SCc1nc2ccccc2c(=O)[nH]1 | i | i | i | i | -4.66* | i | i | 1.1 | i | 8.3 | i
Cc1cc(C(=O)CN2C(=O)C(=O)N(Cc3ccccc3)C2=O)c(C)n1-c1ccccc1F | i | i | i | i | i | i | i | 4.0 | i | -2.5 | i
CNC(=O)/C(C#N)=c1\s/c(=C/C(=O)OC)c(=O)n1-c1ccccc1 | i | i | i | i | i | i | i | 0.7 | i | 8.3 | i
Cc1cc(-n2nc3ccccc3n2)c(O)c([N+](=O)[O-])c1 | i | i | i | i | i | i | i | 16.6 | i | 3.2 | i
